Screens deposited in PubChem by several laboratories.
ABCB6 inh 2: human ABCB6 transporter inhibition; actives 0.19% (n = 360,000); AID 602162; fluorescence ratio to DMSO, % at 10 µM; K562-ABCB6 porphyrin accumulation, flow cytometry, 1 h; stronger effect = lower value;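 active = fluorescence ratio to DMSO below 75%, the collection mean minus 3 SD; inconclusive = too few cells collected in the well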;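 also: signal is porphyrin accumulated inside mitochondria; 100% equals median channel fluorescence of DMSO control wells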
Granule exo inh: lytic granule exocytosis inhibition | TALL-104 LAMP-1 surface exposure, flow cytometry; cells stimulated with thapsigargin and PMA | inhibition, % at 10 µM | actives 0.66% (n = 360,000);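 active = inhibition above about 55%, limit read from the data; inconclusive = no clear call, values can overlap the other calls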
aDG glyco up: alpha-DG glycosylation activation; Pro5-aDG cells, alpha-DG glycosylation AlphaScreen (IIH6); 0% Pro5, 100% B10-LARGE cell signal; activation, % at 10 µM; actives 0.22% (n = 360,000); AID 624168;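 active = activation of at least 8% versus controls, or a plate z-score of at least 8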;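 also: Pro5 are CHO cells carrying HIG-tagged alpha-DG that lacks glycosylation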
ABHD5 PLIN5 PPI: blocks binding of human ABHD5 to perilipin-5; inhibition, % at 4 µM; Q00G26+Q8WTS1; actives 0.78% (n = 360,000); Split G. princeps luciferase complementation, luminescence, 4 h;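 active = inhibition above the mean inhibition across every tested compound plus 3 SD, cut at about 22% in these data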;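 also: 0% = DMSO only wells and the 100% control is not disclosed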
MC4R ag barr: human MC4R agonism via beta-arrestin. U2OS MC4R beta-arrestin complementation, luminescence; percent of melanotan II response, DMSO zero. actives 0.98% (n = 360,000). P32245. activation, % at 8.9 µM;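 active = activation above a per-plate cutoff, the mean activation of sample wells on that plate plus 3 SD, cut at about 8% in these data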
TLR9-MyD88 inh: blocks human TLR9 binding to MyD88; Q9NR96+Q99836; CHO BLA complementation TLR9-MyD88, CCF4 FRET ratio; inhibition, % at 4.98 µM; actives 0.21% (n = 340,000); AID 504734;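 active = inhibition above the mean over all tested compounds plus 3 SD, cut at about 21% in these data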;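 also: 0% = DMSO only wells and 100% = clavulanate BLA inhibitor control wells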
MC4R antagonist: blocks human MC4R cAMP signaling | P32245 | inhibition, % at 6.5 µM | actives 0.48% (n = 360,000) | AID 540295 | MC4R-expressing cells, MTII-stimulated cAMP, LANCE TR-FRET;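 active = inhibition above its plate's cutoff, the mean of tested wells on that plate plus 3 SD, cut at about 29% in these data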;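 also: 0% = Melanotan II alone and 100% = Melanotan II plus saturating MCL0020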
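Assay system: U2OS-MC4R stable cell line; Also added: Melanotan II; Technique: Eu-cAMP/anti-cAMP TR-FRET, emission 671 nm; Times: 30-min compound, 1-h challenge, 1-h detection, room temperature.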
N-glyco inh: blocks N-linked glycosylation in D54 reporter cells. actives 0.23% (n = 360,000). D54 ERlucT glycosylation luciferase reporter, 24 h; percent of 100 nM tunicamycin response. reporter increase, % at 12.5 µM. AID 588692;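 active = mean luciferase reporter signal, scaled so untreated is 0 and the glycosylation-blocking control 100, at or above a set limit in every replicate; inconclusive = mean reaches the limit but not every replicate does; inactive = mean below the limit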;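 also: luciferase carries N-glycosylation sites so blocking glycosylation raises the light; 0% = median of neutral control wells and 100% = median of 100 nM tunicamycin wells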
Vif inh: HIV Vif inhibition; actives 0.35% (n = 340,000); inhibition, % at 7.49 µM; HEK293T cells, Vif self-association by quenched fluorescence, imaging, 24 h; in the data active = inhibition above about 50%, passing the limit was not always enough; inconclusive = no clear call, values can overlap the other calls; inactive = below about 31%; also: some results filed as inactive read as strong as hits
NOD2-RIPK2 inh: NOD2-RIPK2 protein interaction inhibition; O43353; CHO BLA complementation NOD2-RIPK2, CCF4 ratio; inhibition, % at 4.98 µM; actives 0.38% (n = 360,000); AID 624267; in the data active = inhibition above about 21%;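 also: 0% = vehicle only and 100% = reference blocker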
Active calls of the source: *; ? = inconclusive; nt = no result given.

NOD2-RIPK2 inh	MC4R antagonist	aDG glyco up	ABCB6 inh 2	N-glyco inh	Granule exo inh	TLR9-MyD88 inh	MC4R ag barr	ABHD5 PLIN5 PPI	Vif inh	canonical_smiles
-10	14	0.0	101	2	-2	0	-2.2	2	18	CC1(C)C(=O)OC(/C=C\c2ccccc2)C(C)(C)C1=O (configuration not stated)
2	5	0.1	102	-6	-2	10	-2.0	0	-7	Cc1nc2ccc(NC(=O)c3sccc3C)cc2s1
-13	0	-0.1	99	1	-3	2	-1.4	-7	-4	Cc1noc(C)c1S(=O)(=O)N1CCCC(C(=O)N2CCN(C3CCCCC3)CC2)C1 (configuration not stated)
0	10	1.7	96	-4	-7	-5	-2.5	-7	0	CCOC(=O)c1c(NC(=O)CSc2nncs2)sc(C)c1-c1ccccc1
-14	3	0.0	106	-3	2	-12	0.6	-4	-4	CCC(Cc1ccccc1)NC(=O)CCNS(=O)(=O)c1cc(Br)cnc1N (configuration not stated)
-9	3	0.2	101	-11	10	-6	-2.7	-7	-2	COc1ccc(C(=O)NC2CC(C)(C)Cc3c2cnn3-c2ccccc2C)o1 (configuration not stated)
-10	3	1.3	97	-3	-1	-13	0.3	3	-4	CCO[C@@H]1OC(C(=O)N2CCCCCCC2)=C[C@H](c2csc3ccccc23)[C@H]1CCCO
4	-3	0.3	95	1	-1	-3	-2.5	-2	-3	COc1cccc(N=Nc2c(N)[nH]n3c(=O)cc(-c4ccccc4)nc23)c1
-8	-5	0.4	95	-1	9	0	6.3	-12	-4	COc1cc(C[C@@H](C)[C@@H](C)Cc2ccc(O)c(OC)c2)ccc1O
-10	11	-0.1	100	-3	0	-6	0.6	-2	24	CCN(CC)CCOC(=O)C1(c2ccc([N+](=O)[O-])cc2)CCCC1
-3	-10	-0.3	99	-1	-9	-1	-1.8	-8	-1	COc1ccc(OC[C@@H](O)CNC(=O)c2cccc3c2C(=O)c2ccc(-c4ccc(F)cc4OCc4ccccc4)cc2S3(=O)=O)cc1
1	-11	0.1	88	-1	2	8	2.7	14	-5	CCOc1ccccc1-n1c(N)c(C(N)=O)sc1=S
-10	-2	0.0	98	5	1	-8	0.3	-10	nt	Cc1ccc(S(=O)(=O)N2c3cc(C)ccc3OCC2C(C)(C)C)cc1 (configuration not stated)
8	0	0.6	101	0	-1	-8	-3.1	-1	-2	C#CCN1C(=O)C(O)(CC(=O)c2ccc(OC)c(OC)c2)c2ccccc21 (configuration not stated)
-1	11	0.0	99	2	-1	2	-1.7	0	-1	COc1cc(NC(=O)c2cccnc2)c(Cl)cc1NC(=O)c1ccccc1
-8	-4	0.1	110	-1	-1	-2	-2.0	-1	-12	COc1ccccc1OCCSc1ncnc2nc[nH]c12
-5	13	0.1	96	1	-3	-1	-1.2	2	0	COC(=O)CNC(=O)c1ccc(NS(=O)(=O)c2cc([N+](=O)[O-])ccc2Cl)cc1
-1	6	0.0	100	3	1	-6	0.5	12	5	CC(=O)N/C(=C\c1ccccc1)C(=O)OCC(=O)N(CC(C)C)c1c(N)n(Cc2ccccc2)c(=O)[nH]c1=O
5	0	-0.4	114	3	6	7	0.8	-2	2	O=C(Nc1ncccc1O)c1ccc(Cl)c(S(=O)(=O)N2CCCC2)c1
-7	8	0.2	102	-3	-1	3	-2.5	1	2	COc1cccc(C(C)NC(=O)Nc2ccccc2Cl)c1 (configuration not stated)
-3	-3	0.1	97	4	7	-14	-3.0	-6	-12	CN1C(=O)NC(c2ccccc2[N+](=O)[O-])C2=C1CC(C)(C)CC2=O (configuration not stated)
13	3	-0.1	95	2	9	5	-2.5	-2	-5	CCc1c(C)nc(SCC(=O)N2CCN(c3ccccc3)CC2)[nH]c1=O
-11	-2	-0.1	96	1	0	-5	-1.0	-5	2	CC1CCC(=O)N(CCOc2ccccc2)CC1 (configuration not stated)
-7	-2	-0.1	107	3	-6	-10	-0.5	3	-5	COC(=O)c1sccc1NC(=O)c1ccc(Br)s1
-15	11	0.0	103	-1	-6	-8	0.3	5	-12	O=C(NCC(=O)N(Cc1ccc(F)cc1)C(C(=O)NCC1CCCO1)c1ccccc1)c1ccco1 (configuration not stated)
-4	4	0.0	93	-10	-4	0	-2.4	-4	-7	CN(C)c1ccc(NC(=O)c2sc(SCC(=O)Nc3nccs3)nc2N)cc1
-5	6	0.1	98	-1	-18	-13	3.5	-4	1	COC(CN(C)S(=O)(=O)c1cc2c3c(c1)CCC(=O)N3CCC2)OC
2	3	0.2	91	-1	1	1	-3.2	-11	-7	COc1ccc2oc(C(=O)N(C)CCOc3ccc(Cl)cc3)c(C)c2c1
6	-1	-0.1	93	0	2	1	-2.6	4	-4	O=S(=O)(NCC1OCCc2ccccc21)c1ccccc1 (configuration not stated)
-1	12	-0.1	100	3	-3	4	-2.4	4	1	c1ccc2[nH]c(CN3CCCCC3)nc2c1
-5	3	-0.8	99	-6	1	-4	0.3	-8	22	COC(=O)c1sc2nc(SCC(=O)N(C)c3ccccc3)n(N)c(=O)c2c1C
-13	2	0.3	90	-1	0	-1	0.1	11	-5	Cc1c(C(=O)O)c(=S)sn1CCOc1ccccc1
0	4	-0.3	110	-8	15	-2	7.3	2	-1	O=C(Cn1cnc2c(oc3nc4c(cc32)CCCC4)c1=O)Nc1cccc(Cl)c1
-1	5	0.0	90	3	-3	2	-0.1	2	?	COc1ccc(C2C3=C(CC(C)(C)CC3=O)Oc3ncn(CCO)c(=N)c32)cc1OC (configuration not stated)
-3	7	0.4	103	0	1	-8	-0.4	13	-2	Cc1c(Cl)cnc(NC(=O)COC(=O)c2ccc(S(=O)(=O)NCc3ccco3)cc2)c1Cl
-3	3	-0.1	101	2	-2	-2	-0.5	0	-4	COc1cc(/C=C/C(=O)O)cc(OC)c1
-13	0	0.0	100	0	-1	9	-2.6	-6	-5	Cc1ccc(C(=O)Nn2c(N)c(S(=O)(=O)c3ccc(C)cc3)c3nc4ccccc4nc32)cc1
1	5	-0.4	102	-5	-14	-10	2.2	5	-10	Clc1ccc(-c2nc3ccccn3c2CN2CCCCC2)cc1
8	7	0.0	112	1	1	-2	-0.4	1	nt	Cc1cccc(OCC(=O)NCC(=O)n2nc(C)cc2C)c1
4	4	0.0	99	-1	-6	-10	-3.1	-5	-5	CCc1ccc(Nc2c([N+](=O)[O-])c(=O)oc3ccccc23)cc1
-12	10	0.0	95	3	-1	-6	-1.7	-9	20	COc1cc(CCC(=O)OCC(=O)N(CCC#N)c2ccccc2)cc(OC)c1OC
-21	-5	0.3	90	3	-1	1	0.2	6	-5	Cn1c(CN2CCN(CC#N)CC2)c(C#N)c2ccccc21
-7	14	0.1	99	4	-3	0	0.8	-3	5	Cc1ccccc1NC(=S)Nc1ccc2[nH]c(=O)[nH]c2c1
-11	1	0.0	95	3	1	3	-0.2	-2	?	N#C/C(=C(/O)c1ccc([N+](=O)[O-])cc1)c1nnc2n1CCCCC2
-4	1	0.5	91	1	10	5	-1.4	-6	-12	O=C(CSc1nc2ccccc2c(=O)[nH]1)c1cccs1
-7	5	0.0	94	1	0	-10	0.8	1	4	CCn1c(=O)c2c3c(sc2n2cnnc12)CCC3
10	5	-0.2	96	1	-1	3	-2.1	-2	1	NC(=O)Nc1cccc2ccccc12
10	-4	0.0	100	0	-12	-4	-5.2	-8	31	Cc1onc(-c2ccccc2)c1C(=O)NNC(=S)NC(=O)c1ccc2c(c1)OCO2
-11	5	-0.4	91	0	2	-8	0.6	-5	9	C/C=C/c1ccccc1OCc1ccc(C(=O)OC)o1
3	2	0.2	94	1	-1	-1	-3.5	0	1	COc1ccc(S(=O)(=O)N2CCCCC2)cc1C(=O)N1CCCCCC1
-11	11	-0.2	98	0	6	-4	-1.9	-1	4	O=C(NCc1ccccc1)c1cc(S(=O)(=O)N2CCCCC2)ccc1N1CCOCC1
7	7	-0.1	95	-4	7	-8	1.0	-3	0	COc1ccc(SC[C@H](CC(C)C)N2CCN(C)CCC2=O)cc1
-1	12	-0.1	102	-3	1	11	1.1	5	-11	CC(=O)c1c(N2CCN(c3ccc(F)cc3)CC2)nc(=S)n(Cc2ccccc2)c1C
0	2	2.0	94	1	-2	nt	0.7	12	13	CCc1nc2c(OCC(=O)C(C)(C)C)cccn2c1N(C)C(=O)Nc1ccccc1OC
-9	-1	-0.1	97	1	0	8	-0.7	9	-4	COc1ccccc1CNC(=O)CN(C)S(=O)(=O)c1ccc2c(c1)c(=O)n(C)c(=O)n2C
-11	3	0.2	90	1	-4	-11	-2.5	2	-4	Cc1ccc([N+](=O)[O-])cc1NC(=O)c1c(-c2ccccc2)noc1C
4	13	-0.4	100	4	0	1	-1.6	9	8	Cc1ccc(S(=O)(=O)N2CCCCC2)cc1C(=O)c1nccn1C
-4	-5	0.1	101	4	-4	-2	-5.3	-6	3	Cc1nnc(SCC(=O)NNC(=O)c2ccco2)n1-c1cccc(Cl)c1
-5	-5	0.0	100	0	-1	-5	-1.3	0	nt	Cc1ccc(OC(=O)NC2CCS(=O)(=O)C2)cc1C (configuration not stated)
-11	-5	1.1	104	0	0	-3	-1.0	-10	14	O=C(NC(NC(=S)Nc1c(Cl)cccc1Cl)C(Cl)(Cl)Cl)OCc1ccccc1 (configuration not stated)

Next part.
NOD2-RIPK2 inh	MC4R antagonist	aDG glyco up	ABCB6 inh 2	N-glyco inh	Granule exo inh	TLR9-MyD88 inh	MC4R ag barr	ABHD5 PLIN5 PPI	Vif inh	canonical_smiles
3	7	-0.3	104	6	-2	-11	0.3	5	-1	COC(=O)c1scc(C)c1NC(=O)Nc1ccccc1
-5	-1	0.3	102	-8	-1	-7	-0.9	5	1	O=C(Nc1ccc2c(c1)OCO2)N1CCN(Cc2ccco2)CC1
-6	38*	0.0	104	2	10	5	4.9	4	nt	COc1ccc2oc(N)c(C=O)c(=O)c2c1
-6	6	-0.2	98	-1	-2	-7	-0.1	-3	2	CN(C(=O)c1cccc(NC(=O)Cc2cccc(NC(=O)C3CCN(C(=O)C4CCCC4)CC3)c2)c1)C1CC1
-10	-8	0.8	99	4	-4	10	-2.3	12	1	Cc1ccc2c(c1)C(O)(CC(=O)/C=C/C=C/c1ccccc1)C(=O)N2 (configuration not stated)
7	10	0.0	95	-2	3	-9	-0.6	5	3	CCOC(=O)NC(O)C(=O)c1cccs1 (configuration not stated)
-2	-1	-0.2	97	-2	30	2	-0.9	5	2	CC(NC(=O)Cc1ccsc1)c1ccc(F)cc1 (configuration not stated)
5	10	0.0	98	2	3	-4	-0.9	-1	2	COC(=O)c1scc(C)c1NC(=O)c1cccc(C#N)c1

Structures above shown as hits in MC4R antagonist:
NOD2-RIPK2 inh	MC4R antagonist	aDG glyco up	ABCB6 inh 2	N-glyco inh	Granule exo inh	TLR9-MyD88 inh	MC4R ag barr	ABHD5 PLIN5 PPI	Vif inh	canonical_smiles
-6	38*	0.0	104	2	10	5	4.9	4	nt	COc1ccc2oc(N)c(C=O)c(=O)c2c1

These rows are one share of the data; the hit share may differ from the screen's.
